Screens as filed in PubChem.
RAM inhibit: inhibitors of the yeast RAM network | S. cerevisiae dse1pr::URA3 reporter, 5-FOA growth OD615, 2 d; analog-sensitive cbk1-as2 kinase mutant strain | inhibition, % at 50 µM | 190,000 tested, 1.8% active | AID 868;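 active = inhibition above a set limit, 3 SD over mean compound inhibition, cut at about 8.4% in these data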;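 also: 0% = DMSO-only wells with no growth and 100% = 10 µM 1-NA-PP1 full growth; inhibition rescues growth on 5-FOA so higher OD means more RAM inhibition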
bIAP activator: increases bovine intestinal alkaline phosphatase activity; 200,000 tested, 0.17% active; activation factor at 20 µM; purified bovine IAP, CDP-star luminescence, 30 min; active compounds read high; fold of DMSO-control signal, blank-subtracted;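 active = activation factor of 2 or more at 20 µM, a signal rise over negative controls twice the positive control's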
FLuc act counter: firefly luciferase counter-screen for stimulation assays. activation factor at 10 µM. ATPlite luciferase biochemical, luminescence, 10 min; 0 = ATP-free wells, 1 = DMSO control. 200,000 tested, under 10 active;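 active = luciferase activation factor, scaled between plate controls, of at least 2 with compound at 10 µM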
Target sequence (P08659 whole entry, looked up): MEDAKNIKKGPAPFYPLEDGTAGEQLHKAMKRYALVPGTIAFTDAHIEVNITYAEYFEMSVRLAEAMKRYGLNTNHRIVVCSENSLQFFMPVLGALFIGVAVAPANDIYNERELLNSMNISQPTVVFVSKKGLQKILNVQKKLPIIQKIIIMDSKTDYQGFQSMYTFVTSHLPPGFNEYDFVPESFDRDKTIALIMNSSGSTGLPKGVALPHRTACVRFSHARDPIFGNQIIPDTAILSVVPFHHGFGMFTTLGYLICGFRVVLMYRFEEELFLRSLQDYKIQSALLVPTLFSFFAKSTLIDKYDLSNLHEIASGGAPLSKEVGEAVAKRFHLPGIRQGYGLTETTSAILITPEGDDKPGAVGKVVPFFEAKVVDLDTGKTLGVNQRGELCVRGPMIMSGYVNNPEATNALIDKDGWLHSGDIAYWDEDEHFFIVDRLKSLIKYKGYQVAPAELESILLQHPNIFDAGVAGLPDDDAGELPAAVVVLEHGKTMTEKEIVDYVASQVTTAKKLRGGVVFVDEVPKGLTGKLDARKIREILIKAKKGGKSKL
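Assay system: Luciferase/luciferin detection reagent, cell-free biochemical luciferase assay / Read-out: luciferase activation / Benchmarks: No-ATP low control, compound-free enzyme-plus-ATP high control / Medium: PBS buffer for ATP / Detection: luminescence measurement of luciferase light output / Schedule: 10 min at ambient temperature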
FLuc inhib CS: counter-screen for luciferase assay inhibitors: firefly luciferase inhibition | P08659 | ATPLite firefly luciferase biochemical luminescence, 10 min | inhibition, % at 10 µM | 200,000 tested, 1.5% active | AID 1006;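 active = inhibition above about 50% when tested at 10 µM, limit read from the data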
TNAP inh no acc: inhibitors of human TNAP without phosphate acceptor. 200,000 tested, 0.26% active. P05186. purified TNAP, CDP-star luminescence, 30 min. AID 1012. inhibition, % at 20 µM;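 active = tissue-nonspecific alkaline phosphatase inhibition above about 50% at 20 µM in the single-dose screen, limit read from the data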;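 also: 0% = DMSO negative control and 100% = EDTA positive control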
Target sequence (P05186 whole entry, looked up): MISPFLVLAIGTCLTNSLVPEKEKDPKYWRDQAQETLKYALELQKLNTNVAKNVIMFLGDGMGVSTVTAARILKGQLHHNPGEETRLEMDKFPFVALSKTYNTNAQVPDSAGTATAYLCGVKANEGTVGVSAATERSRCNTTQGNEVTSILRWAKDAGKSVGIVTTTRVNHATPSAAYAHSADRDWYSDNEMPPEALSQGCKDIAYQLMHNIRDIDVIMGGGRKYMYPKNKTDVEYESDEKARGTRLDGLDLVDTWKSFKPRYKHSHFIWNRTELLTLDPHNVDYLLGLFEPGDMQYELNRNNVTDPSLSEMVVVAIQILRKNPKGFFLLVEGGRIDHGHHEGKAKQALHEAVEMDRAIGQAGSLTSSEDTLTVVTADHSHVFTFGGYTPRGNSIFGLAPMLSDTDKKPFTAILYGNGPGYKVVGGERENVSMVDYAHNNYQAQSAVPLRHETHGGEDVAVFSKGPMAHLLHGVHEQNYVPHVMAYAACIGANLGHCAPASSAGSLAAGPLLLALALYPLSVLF
TNAP inh hiacc: inhibitors of human TNAP at high phosphate acceptor concentration. P05186. purified TNAP, CDP-star luminescence, 1 M DEA. inhibition, % at 20 µM. 200,000 tested, 0.03% active;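 active = over 50% inhibition of tissue-nonspecific alkaline phosphatase at 20 µM in the single-dose screen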;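 also: plate controls were DMSO wells for no effect and EDTA-quenched wells as full inhibition for full effect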
L major viab: Leishmania major promastigote growth inhibition | Leishmania major promastigotes, resazurin fluorescence viability | inhibition, % at 10 µM | 200,000 tested, 9% active; in the data active = inhibition above about 50%;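 also: promastigotes grown with compound for 44 hours at 28 °C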
APP transl inh: APP translation inhibition; SH-SY5Y APP 5'UTR-luciferase reporter, luminescence; inhibition, % at 2 µM; 190,000 tested, 0.82% active;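 active = inhibition above a set limit, derived from the sample mean plus 3 SD, cut at about 45% in these data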; also: values of inactives mirror those of a sister screen read the other way
bIAP inh: blocks bovine intestinal alkaline phosphatase activity; 190,000 tested, under 10 active; purified bovine IAP, CDP-star luminescence, 30 min; inhibition, % at 20 µM;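 active = over 50% inhibition of intestinal alkaline phosphatase at 20 µM in the single-dose screen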
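Incubation: 30 min reaction at room temperature / Material: purified bovine intestinal alkaline phosphatase (IAP) enzyme / Input: enzyme at 1/65,000,000 dilution / Dosing: 20 µM single dose / Signal: CDP-star luminescence signal / Reagent: CDP-star chemiluminescent phosphatase substrate, 30 µM final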
TNAP act hi DEA: activators of human TNAP at high phosphate acceptor concentration; P05186; purified TNAP, CDP-star luminescence, 1 M DEA, 30 min; active compounds read high; 0 = EDTA background, 1 = DMSO-only activity; activation factor at 20 µM; 200,000 tested, under 10 active; AID 1136;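 active = activation factor at least 2 at 20 µM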
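Test system – human TNAP · Doses – 20 µM single point · Incubation – 30 min, room temperature · Signal – luminescent substrate turnover signal · Read-out basis – activation factor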
* hit, by the source's call. An unsorted share of the library. Share with any hit: about 13%.

What do the screens show for `Cc1cc(C)cc(Oc2ccc(NC(=O)C3CC=CCC3C(=O)O)cc2)c1` (stereo not given)?
RAM inhibit: 1.9; bIAP activator: 1; FLuc act counter: 1; FLuc inhib CS: 3; TNAP inh no acc: -9; TNAP inh hiacc: 0; L major viab: -5; APP transl inh: -5; bIAP inh: -5; TNAP act hi DEA: 1

How did CCO/N=C(/C)c1c(O)cc(-c2ccccc2)n(-c2ccccc2)c1=O do in these assays?
RAM inhibit: 4.1; bIAP activator: 1.1; FLuc act counter: 1; FLuc inhib CS: -1; TNAP inh no acc: -9; TNAP inh hiacc: -2; L major viab: 47; APP transl inh: 5; bIAP inh: -6; TNAP act hi DEA: 1

How did CCNc1nc(NC(C)C)nc(NS(=O)(=O)c2ccc(N)cc2)n1 do in these assays?
RAM inhibit: 1.5; bIAP activator: 0.9; FLuc act counter: 1; FLuc inhib CS: -4; TNAP inh no acc: -5; TNAP inh hiacc: -7; L major viab: -2; APP transl inh: 1; bIAP inh: 6; TNAP act hi DEA: 1.1

What do the screens show for `COc1cc(/C=C/C(=O)OCC(=O)NCc2ccco2)cc(OC)c1OC`?
RAM inhibit: 7.8; bIAP activator: 0.8; FLuc act counter: 1.1; FLuc inhib CS: -5; TNAP inh no acc: -9; TNAP inh hiacc: -4; L major viab: -4; APP transl inh: 14; bIAP inh: 22; TNAP act hi DEA: 1

What do the screens show for `Cc1ccc(/C=C2\Sc3ccccc3C2=O)s1`?
RAM inhibit: 5.4; bIAP activator: 0.8; FLuc act counter: 0.1; FLuc inhib CS: 87*; TNAP inh no acc: 9; TNAP inh hiacc: 10; L major viab: 3; APP transl inh: -28; bIAP inh: 24; TNAP act hi DEA: 0.9

How did COc1nc(Oc2ccc(=O)[nH]n2)nc(N2CCOCC2)n1 do in these assays?
RAM inhibit: 1.6; bIAP activator: 0.9; FLuc act counter: 1.1; FLuc inhib CS: -8; TNAP inh no acc: -14; TNAP inh hiacc: -7; L major viab: -6; APP transl inh: -5; bIAP inh: 10; TNAP act hi DEA: 1.1

What do the screens show for `COc1ccc(NC(=O)COc2nc(N(C)C)nc(N(C)C)n2)cc1`?
RAM inhibit: 1.2; bIAP activator: 0.9; FLuc act counter: 1; FLuc inhib CS: -5; TNAP inh no acc: -7; TNAP inh hiacc: -1; L major viab: -2; APP transl inh: -7; bIAP inh: 14; TNAP act hi DEA: 1

Results for COC(=O)c1[nH]c(C)c(/C(O)=C2\C(=O)C(=O)N(CCN3CCOCC3)C2c2ccccc2OC)c1C (stereo not given) ?
RAM inhibit: -1.1; bIAP activator: 1; FLuc act counter: 1.1; FLuc inhib CS: -5; TNAP inh no acc: -11; TNAP inh hiacc: -9; L major viab: 1; APP transl inh: 2; bIAP inh: 5; TNAP act hi DEA: 1.1

Results for Clc1ccc(/C(Cc2nc3ccccc3[nH]2)=N\Nc2ccccc2)cc1 ?
RAM inhibit: 4.3; bIAP activator: 1.3; FLuc act counter: 0.9; FLuc inhib CS: 10; TNAP inh no acc: -5; TNAP inh hiacc: -2; L major viab: 43; APP transl inh: -78; bIAP inh: -30; TNAP act hi DEA: 1

Results for Nc1ccc(S(=O)(=O)C(F)(F)F)cc1N ?
RAM inhibit: -0.8; bIAP activator: 1; FLuc act counter: 1; FLuc inhib CS: -4; TNAP inh no acc: -10; TNAP inh hiacc: -2; L major viab: 3; APP transl inh: -7; bIAP inh: -3; TNAP act hi DEA: 1

What do the screens show for `Cc1ccsc1/C=C1\CCC(C2CCCC2)C1=O` (stereo not given)?
RAM inhibit: 1.9; bIAP activator: 0.5; FLuc act counter: 0.5; FLuc inhib CS: 45; TNAP inh no acc: -9; TNAP inh hiacc: -4; L major viab: -2; APP transl inh: -202; bIAP inh: 47; TNAP act hi DEA: 1

Results for CCn1c(SCC(=O)N2c3ccccc3Sc3ccccc32)nnc1-c1ccco1 ?
RAM inhibit: 2.2; bIAP activator: 1; FLuc act counter: 1; FLuc inhib CS: 2; TNAP inh no acc: 0; TNAP inh hiacc: 4; L major viab: 17; APP transl inh: 26; bIAP inh: 0; TNAP act hi DEA: 1

How did CCOC(=O)N1CCN(S(=O)(=O)c2ccc(C(=O)Nc3nc4c(s3)CC(C)CC4)cc2)CC1 (stereo not given) do in these assays?
RAM inhibit: 1.8; bIAP activator: 0.9; FLuc act counter: 1.1; FLuc inhib CS: -9; TNAP inh no acc: -2; TNAP inh hiacc: -1; L major viab: 12; APP transl inh: -12; bIAP inh: 7; TNAP act hi DEA: 1

How did CCOc1c(OC)cccc1C1CC(=O)Nc2cc(OC)c(OC)cc21 (stereo not given) do in these assays?
RAM inhibit: 1.1; bIAP activator: 0.6; FLuc act counter: 1.1; FLuc inhib CS: -11; TNAP inh no acc: -10; TNAP inh hiacc: -1; L major viab: 3; APP transl inh: 6; bIAP inh: 40; TNAP act hi DEA: 1

How did O=C(NCc1cccs1)c1noc2c1CCCC2 do in these assays?
RAM inhibit: 0.2; bIAP activator: 0.9; FLuc act counter: 1; FLuc inhib CS: 0; TNAP inh no acc: -11; TNAP inh hiacc: -2; L major viab: -6; APP transl inh: -6; bIAP inh: 10; TNAP act hi DEA: 1

What do the screens show for `CN(C)CCCN1C(=O)c2oc3ccc(F)cc3c(=O)c2C1c1cccnc1` (stereo not given)?
RAM inhibit: -0.7; bIAP activator: 1; FLuc act counter: 1; FLuc inhib CS: -3; TNAP inh no acc: -10; TNAP inh hiacc: -2; L major viab: -4; APP transl inh: -2; bIAP inh: 0; TNAP act hi DEA: 1

How did O=C(O)c1cccc(NCc2ccncc2)c1 do in these assays?
RAM inhibit: 1.0; bIAP activator: 0.9; FLuc act counter: 1; FLuc inhib CS: 0; TNAP inh no acc: -13; TNAP inh hiacc: 0; L major viab: -15; APP transl inh: -10; bIAP inh: 6; TNAP act hi DEA: 1

How did COc1ccc(C2CC(c3ccccc3)=NN2C(=O)CSc2ncccn2)cc1 (stereo not given) do in these assays?
RAM inhibit: 11*; bIAP activator: 0.9; FLuc act counter: 1; FLuc inhib CS: 2; TNAP inh no acc: -17; TNAP inh hiacc: -1; L major viab: 18; APP transl inh: 6; bIAP inh: 8; TNAP act hi DEA: 1

What do the screens show for `Cc1nn(C)c(Oc2ccccc2)c1CCNC(=O)C(C)(C)C`?
RAM inhibit: 0.2; bIAP activator: 1; FLuc act counter: 1; FLuc inhib CS: -2; TNAP inh no acc: -7; TNAP inh hiacc: -6; L major viab: 0; APP transl inh: 8; bIAP inh: 4; TNAP act hi DEA: 1.1

Results for C/C(=N\O)c1ccccc1C(=O)O ?
RAM inhibit: 1.3; bIAP activator: 0.9; FLuc act counter: 1; FLuc inhib CS: -1; TNAP inh no acc: -10; TNAP inh hiacc: -4; L major viab: -8; APP transl inh: -10; bIAP inh: 8; TNAP act hi DEA: 1

How did Cc1cccc2cc(CN(CCN(C)C)C(=S)Nc3ccccc3)c(=O)[nH]c12 do in these assays?
RAM inhibit: 2.6; bIAP activator: 1; FLuc act counter: 1; FLuc inhib CS: 0; TNAP inh no acc: -15; TNAP inh hiacc: -5; L major viab: 79*; APP transl inh: 6; bIAP inh: 5; TNAP act hi DEA: 1

What do the screens show for `COC(CNC(=O)c1cnn2c(C)c(Cc3ccccc3)c(C)nc12)OC`?
RAM inhibit: 0.7; bIAP activator: 1.1; FLuc act counter: 0.9; FLuc inhib CS: 5; TNAP inh no acc: 0; TNAP inh hiacc: 5; L major viab: 4; APP transl inh: 10; bIAP inh: -14; TNAP act hi DEA: 1

Results for O=C(NCC(c1cccs1)N1CCOCC1)c1ccccc1NS(=O)(=O)c1ccc(Cl)cc1 (stereo not given) ?
RAM inhibit: 1.2; bIAP activator: 0.9; FLuc act counter: 1; FLuc inhib CS: -5; TNAP inh no acc: -18; TNAP inh hiacc: -2; L major viab: -1; APP transl inh: -12; bIAP inh: 9; TNAP act hi DEA: 1

Results for COc1cc(C)c(NC(=O)C(=S)N2CCCC2)cc1C ?
RAM inhibit: -0.6; bIAP activator: 0.9; FLuc act counter: 1; FLuc inhib CS: -1; TNAP inh no acc: -7; TNAP inh hiacc: -2; L major viab: -6; APP transl inh: 4; bIAP inh: 7; TNAP act hi DEA: 1

Results for C(=N\Nc1nc2ccccc2[nH]1)/C1CCCCC1 ?
RAM inhibit: 0.6; bIAP activator: 1.2; FLuc act counter: 0.3; FLuc inhib CS: 74*; TNAP inh no acc: -118; TNAP inh hiacc: 1; L major viab: 68*; APP transl inh: -44; bIAP inh: -16; TNAP act hi DEA: 1

What do the screens show for `CCCCc1ccc(-c2c(C#N)c(N)nc3c2CCCC3)s1`?
RAM inhibit: 3.7; bIAP activator: 0.8; FLuc act counter: 1.1; FLuc inhib CS: -10; TNAP inh no acc: 3; TNAP inh hiacc: -8; L major viab: -2; APP transl inh: 4; bIAP inh: 17; TNAP act hi DEA: 1.1

What do the screens show for `CC(=O)Nc1ccc(NC(=O)C(C)OC(=O)c2ccc(C)s2)cc1` (stereo not given)?
RAM inhibit: 1.6; bIAP activator: 1.1; FLuc act counter: 1; FLuc inhib CS: 1; TNAP inh no acc: -5; TNAP inh hiacc: -2; L major viab: 11; APP transl inh: 8; bIAP inh: -13; TNAP act hi DEA: 1

Results for O=C(CSc1nc(O)c(C2CCCCC2)c(=O)[nH]1)Nc1ccc(Cl)cc1 ?
RAM inhibit: 7.1; bIAP activator: 0.9; FLuc act counter: 1.1; FLuc inhib CS: -8; TNAP inh no acc: -14; TNAP inh hiacc: -2; L major viab: -5; APP transl inh: -2; bIAP inh: 6; TNAP act hi DEA: 1

How did N#CC(C(=O)CCN1C(=O)C2CC=CCC2C1=O)c1nc2ccccc2[nH]1 (stereo not given) do in these assays?
RAM inhibit: 1.1; bIAP activator: 0.9; FLuc act counter: 1; FLuc inhib CS: -3; TNAP inh no acc: -12; TNAP inh hiacc: -4; L major viab: 1; APP transl inh: -21; bIAP inh: 7; TNAP act hi DEA: 1

What do the screens show for `S=C(c1ccccc1)N(c1ccccc1)c1ccccc1`?
RAM inhibit: 4.0; bIAP activator: 1; FLuc act counter: 1; FLuc inhib CS: 4; TNAP inh no acc: 0; TNAP inh hiacc: 1; L major viab: -3; APP transl inh: 3; bIAP inh: 2; TNAP act hi DEA: 1

Three entries drawn at random from those above:
What do the screens show for `COc1cc(/C=C/C(=O)OCC(=O)NCc2ccco2)cc(OC)c1OC`?
RAM inhibit: 7.8; bIAP activator: 0.8; FLuc act counter: 1.1; FLuc inhib CS: -5; TNAP inh no acc: -9; TNAP inh hiacc: -4; L major viab: -4; APP transl inh: 14; bIAP inh: 22; TNAP act hi DEA: 1

Results for O=C(CSc1nc(O)c(C2CCCCC2)c(=O)[nH]1)Nc1ccc(Cl)cc1 ?
RAM inhibit: 7.1; bIAP activator: 0.9; FLuc act counter: 1.1; FLuc inhib CS: -8; TNAP inh no acc: -14; TNAP inh hiacc: -2; L major viab: -5; APP transl inh: -2; bIAP inh: 6; TNAP act hi DEA: 1

How did COc1ccc(C2CC(c3ccccc3)=NN2C(=O)CSc2ncccn2)cc1 (stereo not given) do in these assays?
RAM inhibit: 11*; bIAP activator: 0.9; FLuc act counter: 1; FLuc inhib CS: 2; TNAP inh no acc: -17; TNAP inh hiacc: -1; L major viab: 18; APP transl inh: 6; bIAP inh: 8; TNAP act hi DEA: 1
